Screening results (PubChem BioAssay)
tim23-1 inh – tim23-1 yeast growth inhibition; S. cerevisiae tim23-1 growth, BacTiter-Glo luminescence, 24 h; inhibition, % at 20 µM; hit rate 1.3% among 330,000;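 active = growth inhibition of the mutant yeast at or above 50%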;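 note: temperature-sensitive mutant grown at 25 °C; plate controls were DMSO-treated mutant yeast for no effect and medium wells lacking yeast for full effect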
APJ antag – APJ receptor antagonism; P35414; CHO-K1 APJ beta-arrestin complementation, luminescence; inhibition, % at 20 µM; hit rate 0.32% among 330,000; AID 2521;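 active = inhibition above about 40% at 20 µM, limit read from the data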;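 note: cells challenged with 10 nM apelin-13 agonist together with compound; plate controls were apelin-13 plus DMSO wells for no effect and DMSO wells lacking apelin-13 for full effect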
CXCR6 inh – CXCR6 (human) receptor inhibition | O00574 | CHO-K1 PathHunter CXCR6 beta-arrestin, luminescence | inhibition, % at 20 µM | hit rate 0.36% among 360,000 | AID 602244; in the data active = inhibition above about 34%, passing the limit was not always enough;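 note: antagonist mode with CXCL16 agonist at 10 nM final; 0% = 10 nM CXCL16 with DMSO and 100% = unstimulated wells without agonist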
tim10-1 inh – growth inhibitors of tim10-1 mutant yeast | S. cerevisiae tim10-1 ts strain growth, BacTiter-Glo, 24 h | inhibition, % at 20 µM | hit rate 2.2% among 330,000;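 active = inhibition of at least 40%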;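 note: mutant grown at 25 °C; 0% = DMSO wells with yeast and 100% = wells holding no yeast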
Mdm2 MdmX PPI – disrupts the human Mdm2-MdmX interaction | inhibition, % at 8 µM | hit rate 3% among 330,000 | AID 485346 | SaOS-2 split-luciferase Mdm2/MdmX complementation, luminescence;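 active = inhibition of at least 50% at 8 µM in the primary screen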
Target sequence (O15151 whole entry, looked up): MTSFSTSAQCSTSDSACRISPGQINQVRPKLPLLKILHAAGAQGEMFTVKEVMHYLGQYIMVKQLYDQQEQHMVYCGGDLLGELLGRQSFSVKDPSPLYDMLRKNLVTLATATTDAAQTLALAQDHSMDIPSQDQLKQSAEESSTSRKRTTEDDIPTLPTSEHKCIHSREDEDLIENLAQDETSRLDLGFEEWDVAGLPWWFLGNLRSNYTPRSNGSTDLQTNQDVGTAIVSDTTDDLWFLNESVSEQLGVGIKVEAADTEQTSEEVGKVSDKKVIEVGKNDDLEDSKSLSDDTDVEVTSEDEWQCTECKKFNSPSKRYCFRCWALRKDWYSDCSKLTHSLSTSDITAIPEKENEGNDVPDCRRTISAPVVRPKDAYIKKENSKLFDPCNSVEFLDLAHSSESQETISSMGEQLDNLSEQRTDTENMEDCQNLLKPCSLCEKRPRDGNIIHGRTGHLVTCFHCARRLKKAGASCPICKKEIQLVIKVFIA
Target sequence (Q00987 whole entry, looked up): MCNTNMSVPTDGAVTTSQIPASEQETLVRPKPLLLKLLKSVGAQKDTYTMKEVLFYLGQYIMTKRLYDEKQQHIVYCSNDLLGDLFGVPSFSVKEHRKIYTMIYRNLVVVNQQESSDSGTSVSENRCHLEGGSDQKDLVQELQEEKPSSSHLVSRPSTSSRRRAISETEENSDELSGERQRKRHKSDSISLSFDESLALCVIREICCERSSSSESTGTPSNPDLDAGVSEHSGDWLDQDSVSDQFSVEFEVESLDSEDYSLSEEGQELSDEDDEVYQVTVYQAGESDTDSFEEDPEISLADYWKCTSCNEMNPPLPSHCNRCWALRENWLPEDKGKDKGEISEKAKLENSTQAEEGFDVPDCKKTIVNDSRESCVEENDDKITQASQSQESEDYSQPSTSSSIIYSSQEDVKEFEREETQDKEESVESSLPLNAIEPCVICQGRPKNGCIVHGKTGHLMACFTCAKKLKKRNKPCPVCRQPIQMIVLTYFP
XBP1 UPR activ – activators of adaptive arm of unfolded protein response (XBP1). activation, % at 20 µM. hit rate 0.33% among 330,000. CHO-XBP1 luciferase reporter, IRE1-XBP1 UPR activation, luminescence; percent of tunicamycin response, DMSO as zero. AID 463104;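 active = versus positive control, 20 µM dose yields 30% or more activation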;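 note: 100% = tunicamycin at 10 µg/mL and 0% = DMSO only wells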
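assay system = CHO-XBP1 luciferase reporter cells | amount = 1000 cells/well | buffer or medium = F12 plus 10% FBS | compound dosing = single point, 20 µM final compound, 1% DMSO | incubation = 16-18 h cell attachment at 37 °C, then 6 h compound exposure | detection = Steady-Glo luminescence read | controls = tunicamycin 10 µg/mL and vehicle-only wells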
CHOP UPR activ – apoptotic UPR (CHOP) activation. activation, % at 10 µM. AID 449763. CHO-CHOP luciferase reporter, luminescence; percent of tunicamycin response over DMSO baseline. hit rate 0.34% among 330,000;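 active = at 10 µM dose, activation of 40% or more, normalized to positive control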;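 note: 100% = tunicamycin at 10 µg/mL and 0% = DMSO alone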
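Test system: CHO CHOP reporter cells. Input: 500 CHO-CHOP cells per well. Medium: F12 with 10% FBS. Technique: luciferase luminescence. Measure: percent activation relative to tunicamycin control. Dosing: 10 µM compound, 0.5% DMSO. Timing: 16-18 h cell attachment, then 6 h compound exposure, 37 °C.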
APJ ag – activates the human apelin receptor APJ | P35414 | CHO-K1 APJ PathHunter beta-arrestin, luminescence; 0% DMSO wells, 100% apelin | activation, % at 20 µM | hit rate 0.11% among 330,000 | AID 2520;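 active = activation more than six SD over the plate average, tested at 20 µM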;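 note: 0% = DMSO alone and 100% = apelin-13 at 10 nM; some results filed as inactive read as strong as hits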
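Material: CHO-K1 APJ beta-arrestin complementation cell line; Input: cell density 1000 per well; Incubation: compound stimulation 90 min at 25 °C, detection 60 min; Signal: luminescence from split beta-galactosidase complementation, Galacton Star/Emerald II substrate; Controls: DMSO-only wells as negative, 10 nM Apelin-13 as positive control.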
TIM10 inh – growth inhibitors of TIM10 yeast strain | S. cerevisiae TIM10 strain growth, BacTiter-Glo luminescence, 24 h | inhibition, % at 10 µM | hit rate 1.4% among 330,000 | AID 463195;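 active = inhibition of 40% or more at the single tested concentration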;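 note: wild-type TIM10 isogenic control strain grown at permissive 25 °C; 0% = DMSO yeast wells and 100% = minimal medium wells without yeast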
* = called active by the depositor; x = no result given; & = joins results of further samples.

The first 12 compounds (preview)
SMILES	tim23-1 inh	APJ antag	CXCR6 inh	tim10-1 inh	Mdm2 MdmX PPI	XBP1 UPR activ	CHOP UPR activ	APJ ag	TIM10 inh
COc1ccc(/C=N/NC(=O)Cn2c(Cc3ccc(OC)c(OC)c3)nc3ccccc32)cc1	25	10	10	7	-5	-1	1.3	2	8
COc1ccc(N2CCN(C3CCCN(Cc4ccc(F)cc4)C3)CC2)cc1 (stereo not drawn)	3	9	-3	12	-7	-2	-2.8	-1	-7
CN(C(=O)COC(=O)C1CCN(S(=O)(=O)c2ccc3c(c2)OCCO3)CC1)c1ccccc1	14	-45	7	5	21	-1	0.0	-4	16
CC1CN(C)C(C)CC1OC(=O)C(c1ccccc1)c1ccccc1 (stereo not drawn)	-11	13	7	11	27	-2	1.4	-6	5
CCOc1ccc(C2C(C#N)=C(N)N(N(C)C)C3=C2C(=O)CC(C)(C)C3)cc1 (stereo not drawn)	6	3	3	10	10	-4	1.9	-1	3
CC(=O)N1c2ccc(S(=O)(=O)NCCC(=O)NC3CCC(C)CC3)cc2CC1C (stereo not drawn)	11	5	-8	-8	4	-4	1.3	5	5
N#Cc1cccc(S(=O)(=O)Nc2c(NC3CCCCC3)c3ccccc3oc2=O)c1	27	23	-5	39	31	-1	4.3	-3	11
COc1ccccc1C(=O)NCC(=O)OCc1csc(-c2ccccc2)n1	31	-5	-4	28	1	1	5.1	-3	-14
COc1cccc(NC(=O)Nc2cc(NC(=O)Nc3cccc(OC)c3)c(C)nc2C)c1	-6	3	0	-2	7	0	3.2	1	-5
COC(=O)c1sccc1NC(=O)COc1ccc(Cl)cc1	6	-7	4	8	-7	0	4.3	-2	13
COc1ccc(/C=C2\SC(=S)N(CCC(=O)Nc3ccccc3C(=O)O)C2=O)cc1	10	15	-1	20	-5	-5	-3.3	1	13
COc1ccc(CCNC(=O)COc2nsnc2N2CCOCC2)cc1OC	5	-11	3	10	10	1	-1.5	-1	-7

Main list, from the start:
SMILES	tim23-1 inh	APJ antag	CXCR6 inh	tim10-1 inh	Mdm2 MdmX PPI	XBP1 UPR activ	CHOP UPR activ	APJ ag	TIM10 inh
COc1ccc(/C=N/NC(=O)Cn2c(Cc3ccc(OC)c(OC)c3)nc3ccccc32)cc1	25	10	10	7	-5	-1	1.3	2	8
COc1ccc(N2CCN(C3CCCN(Cc4ccc(F)cc4)C3)CC2)cc1 (stereo not drawn)	3	9	-3	12	-7	-2	-2.8	-1	-7
CN(C(=O)COC(=O)C1CCN(S(=O)(=O)c2ccc3c(c2)OCCO3)CC1)c1ccccc1	14	-45	7	5	21	-1	0.0	-4	16
CC1CN(C)C(C)CC1OC(=O)C(c1ccccc1)c1ccccc1 (stereo not drawn)	-11	13	7	11	27	-2	1.4	-6	5
CCOc1ccc(C2C(C#N)=C(N)N(N(C)C)C3=C2C(=O)CC(C)(C)C3)cc1 (stereo not drawn)	6	3	3	10	10	-4	1.9	-1	3
CC(=O)N1c2ccc(S(=O)(=O)NCCC(=O)NC3CCC(C)CC3)cc2CC1C (stereo not drawn)	11	5	-8	-8	4	-4	1.3	5	5
N#Cc1cccc(S(=O)(=O)Nc2c(NC3CCCCC3)c3ccccc3oc2=O)c1	27	23	-5	39	31	-1	4.3	-3	11
COc1ccccc1C(=O)NCC(=O)OCc1csc(-c2ccccc2)n1	31	-5	-4	28	1	1	5.1	-3	-14
COc1cccc(NC(=O)Nc2cc(NC(=O)Nc3cccc(OC)c3)c(C)nc2C)c1	-6	3	0	-2	7	0	3.2	1	-5
COC(=O)c1sccc1NC(=O)COc1ccc(Cl)cc1	6	-7	4	8	-7	0	4.3	-2	13
COc1ccc(/C=C2\SC(=S)N(CCC(=O)Nc3ccccc3C(=O)O)C2=O)cc1	10	15	-1	20	-5	-5	-3.3	1	13
COc1ccc(CCNC(=O)COc2nsnc2N2CCOCC2)cc1OC	5	-11	3	10	10	1	-1.5	-1	-7
COc1ccc(Cn2c(=O)c3c(nc(NCCO)n3C)n(C)c2=O)cc1	15	3	7	8	3	-4	-0.9	-5	-14
CSc1nc2nc(C(F)(F)F)cc(-c3ccccc3)n2n1	-18	11	1	15	11	3	0.0	-3	21
O=C(CN1CCN(S(=O)(=O)c2ccc(Cl)cc2)CC1)NC1CCCC1	0	10	2	-8	15	-2	-0.5	-4	-3
COc1cc(CNCCc2ccc(S(N)(=O)=O)cc2)ccc1OCC(=O)N1CCCCC1	5	3	-9	14	8	1	0.4	-2	0
CC(=O)Nc1ccc(S(=O)(=O)N(C)CC(=O)OCC(=O)c2ccc[nH]2)cc1	10	-4	6	4	35	0	-1.4	-6	4
COc1ccc2nc(NC(=O)C3COc4ccccc4O3)sc2c1 (stereo not drawn)	26	-2	0	18	-195	-1	2.8	-2	30
CN(Cc1cccnc1)Cc1cn(Cc2ccccc2)nc1-c1ccc2c(c1)OCO2	19	5	-4	16	-7	-3	-1.9	-2	-5
COc1cc(OC)cc(-c2c(C#Cc3ccsc3)c3cc(-c4ccc5[nH]ccc5c4)ccc3n2C)c1	7	10	0	8	15	-4	2.3	0	-1
COC(=O)C12CC3CC(C1)CC(n1cnc(Cl)n1)(C3)C2	6	8	7	18	7	3	2.3	0	6
Cc1cccc(CCNC(=O)Cn2ncc3c([nH]c4ccccc43)c2=O)c1	10	-3	-3	19	24	-6	-2.1	0	-5
CC(CCc1ccccc1)NC(=O)c1ccc(NC(=O)c2ccccc2)cc1 (stereo not drawn)	-4	-1	-3	14	-5	-5	-1.6	-4	-5
O=C(Nc1ccc(NC(=O)c2cccs2)cc1)c1ccc2ccccc2c1	-21	15	9	-12	0	3	2.9	-1	-15
Cc1cc(NS(=O)(=O)c2ccc(NC(=O)CN3C(=O)NC(C)(c4ccccc4)C3=O)cc2)nc(C)n1 (stereo not drawn)	4	12	-2	-4	-5	-2	-1.4	-2	-2
(list continues)
SMILES	tim23-1 inh	APJ antag	CXCR6 inh	tim10-1 inh	Mdm2 MdmX PPI	XBP1 UPR activ	CHOP UPR activ	APJ ag	TIM10 inh
CCOC(=O)c1ccc(NC(=O)CCS(=O)(=O)Cc2ccccc2)cc1	3	13	-4	-6	-4	-3	0.1	7	5
Cc1ccc(C(=O)Nc2cccc(C(F)(F)F)c2)cc1NC(=O)c1nccn1C	20	-3	3&2	5	-9	1	-0.2	-2	4
NC(=O)N/N=C(/CCCCCC/C(=N\NC(N)=O)c1ccccc1)c1ccccc1	-4	7	6	-2	25	-1	0.5	0	-6
CNc1ccccc1C(C)(C)c1cn(-c2ccc([N+](=O)[O-])cc2)nn1	26	4	-8	-1	19	1	-2.2	-4	5
CCn1c(-c2ccccc2)c(C(=O)CC#N)c2ccccc21	32	8	-4	42*	10	0	-0.4	-3	25
CCOC(=O)N1CCC(C(=O)NNC(=O)c2ccc(Cl)cc2Cl)CC1	-11	8	1	-4	4	-7	-2.7	-5	-1
COc1ccc(NC(=S)N(C(C)C)C2CCN(C(C)C)CC2)cc1Cl	-12	13	x	2	17	0	-2.2	0	10
Nc1c(-c2nn[nH]n2)cnn1-c1cc(Cl)cc(Cl)c1	1	10	0	-10	8	-1	-1.4	-3	-3
CCCCn1c(SCC(=O)N2CC(=O)Nc3ccccc32)nnc1-c1ccoc1C	13	3	8	17	-10	0	-2.7	-2	3
CC(OC(=O)CCc1nc2ccccc2c(=O)[nH]1)C(=O)NCc1ccc2c(c1)OCO2 (stereo not drawn)	-7	15	-7	18	-16	-1	-2.2	-3	3
CCC(=O)Nc1ccc2c(c1)OCCO2	14	-9	8	5	-9	-1	-1.5	8	0
Cn1c(CC(=O)Nc2ccccc2)c(Sc2ccccc2)c2ccccc21	9	8	4	13	15	-3	-2.3	-2	-13
CC(C)(C)c1ccc(S(=O)(=O)N2CCC(c3nc4ccc(Cl)cc4[nH]3)CC2)cc1	64*	-10	0	26	14	3	0.0	-2	50*
C/C=C\C(=O)Nc1cccc(C2=NOC3(C2)C[C@@H](C(N)=O)N(C(=O)c2ccc(OC)cc2)C3)c1 (stereo partly drawn)	-3	-10	x	-3	4	2	1.9	5	6
Cc1nc(NCCc2ccccc2)c(C#N)c(C)c1[N+](=O)[O-]	10	-3	2	22	12	-1	-1.2	-4	-27
Cc1cccn2c(=O)c3cc(C(=O)NC4CCCC4)n(C)c3nc12	42	-13	-11	22	51*	7	2.8	3	10
Cc1ccc2nc(-c3cccc(S(=O)(=O)N4CC(C)OC(C)C4)c3)cn2c1 (stereo not drawn)	35	-19	3	40	23	0	2.1	-4	11
O=C(NC1(C(F)(F)F)C(=O)Nc2c1c(=O)[nH]c(=O)n2Cc1ccccc1)c1ccc(Cl)cc1Cl (stereo not drawn)	20	-10	2	21	13	-3	-1.0	-1	-3
CC(C)C[C@@H](CNC(=O)OC(C)(C)C)NC(=O)c1nc[nH]c1C(=O)N[C@@H](CC(C)C)C(=O)CNC[C@H](CC(C)C)NC(=O)c1nc[nH]c1C(=O)N[C@@H](Cc1c[nH]c2ccccc12)C(=O)OC(C)(C)C	-4	-4	-15	-2	38	-2	0.3	-1	38
Cc1cc(Br)cc(C)c1OCCCCN(C)C	13	15	8	3	12	-1	0.1	-2	1
COc1cccc(CN(C)C(=O)/C=C/c2ccc(S(=O)(=O)N3CCCCCC3)cc2)c1	25	6	16	30	23	-5	-0.8	-6	19
CCc1cc2ccc(C)cc2nc1SCC(=O)Nc1c[nH]c(=O)[nH]c1=O	-34	1	2	-69	18	1	-0.1	-2	-27
COc1ccc2nc(SCC(=O)Nc3ccccc3OC)[nH]c2c1	14	7	11	24	24	0	-0.5	-1	15
CCc1ccc(-c2nc(SCC(=O)NC3CC3)n[nH]2)cc1	5	17	-2	-6	-13	-3	1.7	8	-6
O=C(COc1ccccc1)N1CCN(C(=O)c2ccccc2F)CC1	7	4	-4	-13	4	-1	-1.2	4	-7
COc1ccc(Cl)cc1NC(=O)CN(C)C(=O)c1ccc(OCc2ccccc2)c(OC)c1	16	3	0	30	0	-5	-0.3	-2	5
O=C(NC1CCCCC1)c1ccc(OC2CCN(Cc3ccccn3)CC2)cc1	-8	-30	4	-16	4	-2	2.7	-1	2

A portion of the library; the hit share may differ from the screen's.
